# MEKK2mut PB1 HTS: signal of MEK5 binding to mutant human MEKK2 PB1 domain | bead flow cytometry, Alexa488-MEK5 binding to MEKK2 mutant | percent response, % at 10 µM | hit rate 0.35% among 290,000; in the data active means percent response above about 24%, passing the limit was not always enough; further: inactives centre near 1; some results filed as inactive read as strong as hits; reference of the scale not given here
# MEKK2wt PB1 HTS: raises or lowers MEK5 binding to wildtype human MEKK2 PB1 domain; bead flow cytometry, Alexa488-MEK5 binding to MEKK2 WT; actives lie on both sides; binding response (% of control), % at 10 µM; hit rate 1.1% among 290,000; AID 1531; in the data active means binding response below about 67% or above about 130%
# OXTR potentiator: human OXTR potentiation | CHO-OTR cells, Fluo-8 calcium fluorescence, potentiator mode; 0% = oxytocin EC15, 100% = EC100 | activation, % at 3 µM | hit rate 0.061% among 320,000 | AID 2445;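 active means activation above that plate's cutoff, the mean activation of tested compounds plus 3 SD, cut at about 6.6% in these data, passing the limit was not always enough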;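 further: 100% uses oxytocin at 75 nM as the full agonist control; some results filed as inactive read as strong as hits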
# Target sequence (P30559 whole entry, looked up): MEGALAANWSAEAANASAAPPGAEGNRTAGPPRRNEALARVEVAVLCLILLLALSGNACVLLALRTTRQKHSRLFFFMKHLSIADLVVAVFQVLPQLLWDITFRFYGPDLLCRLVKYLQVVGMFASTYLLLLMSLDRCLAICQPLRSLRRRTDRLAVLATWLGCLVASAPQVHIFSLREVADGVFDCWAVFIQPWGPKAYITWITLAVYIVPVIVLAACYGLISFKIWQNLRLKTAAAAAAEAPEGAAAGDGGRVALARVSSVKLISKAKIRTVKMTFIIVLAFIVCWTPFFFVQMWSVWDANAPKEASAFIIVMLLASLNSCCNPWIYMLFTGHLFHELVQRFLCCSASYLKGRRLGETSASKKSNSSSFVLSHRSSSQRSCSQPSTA
#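 Assay system: CHO-OTR cells, human receptor / Also added: oxytocin at about EC15, sub-maximal agonist stimulus / Dosing: single dose, 3.0 µM nominal final compound concentration / Incubation: 6 min pre-incubation, 100 s read / Technique: Fluo-8 calcium dye fluorescence / Read-out: % activation vs EC15 and EC100 oxytocin / Benchmarks: EC15 oxytocin low, 75 nM oxytocin high / Replicates: singlicate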
# PfM18AAP inh: blocks P. falciparum M18 aspartyl aminopeptidase; recombinant PfM18AAP, H-Glu-NHMec fluorogenic cleavage; inhibition, % at 7.35 µM; hit rate 1.2% among 290,000;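 active means inhibition above the campaign mean inhibition over all tested compounds plus 3 SD, cut at about 28% in these data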;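 further: 0% = plate median of test compound wells and 100% = 2 mM ZnCl2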
# OXTR agonist: activates the human oxytocin receptor. P30559. CHO-OTR cells, Fluo-8 calcium fluorescence; normalized: DMSO 0%, oxytocin 100%. activation, % at 3 µM. hit rate 0.32% among 320,000;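 active means activation above the mean of all tested compounds plus 3 SD, cutoff set per screening run, cut at about 20% in these data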;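 further: peak over basal fluorescence ratio from a 100 s FLIPR kinetic read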
# V1R ag counter: activates human V1a receptor in oxytocin agonist counter-screen; CHO-V1R cells, Fluo-8 calcium fluorescence, agonist mode; 0% DMSO, 100% 3 nM vasopressin; AID 2797; hit rate 0.25% among 320,000; activation, % at 3 µM; P37288;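 active means activation above the mean activation of all tested compounds plus 3 SD, per screening run, cut at about 20% in these data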;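 further: signal is peak over basal fluorescence ratio across a 100 second FLIPR read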
# Target sequence (P37288 whole entry, looked up): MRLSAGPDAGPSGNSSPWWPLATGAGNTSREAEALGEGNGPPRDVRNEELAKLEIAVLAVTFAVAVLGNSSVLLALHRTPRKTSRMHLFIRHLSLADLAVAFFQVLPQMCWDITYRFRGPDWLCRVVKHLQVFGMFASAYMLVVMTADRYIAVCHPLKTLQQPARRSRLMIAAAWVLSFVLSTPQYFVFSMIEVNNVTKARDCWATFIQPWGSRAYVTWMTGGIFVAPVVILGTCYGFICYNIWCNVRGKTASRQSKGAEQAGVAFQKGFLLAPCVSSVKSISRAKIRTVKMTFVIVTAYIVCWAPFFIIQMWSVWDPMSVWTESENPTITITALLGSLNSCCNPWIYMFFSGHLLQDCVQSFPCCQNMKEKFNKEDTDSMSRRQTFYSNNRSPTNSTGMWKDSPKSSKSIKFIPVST
# NALP1 inh: NALP1 inhibition | S. cerevisiae NALP1/ASC/caspase-1 growth, X-gal OD620, 72 h | hit rate 0.61% among 280,000 | inhibition, % at 10 µM; in the data active means inhibition mostly above about 24%, no sharp cut-off; inactive means mostly below about 32%; further: some compounds called inactive have numbers as strong as hits
# GPR7 antag: blocks human GPR7 receptor signaling; GPR7-expressing cells, fluorescence antagonist assay; inhibition, % at 4.4 µM; hit rate 1.1% among 290,000; in the data active means inhibition above about 16%, passing the limit was not always enough;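 further: cells stimulated with the agonist NPW; 0% = agonist with vehicle and 100% = vehicle without agonist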
# GalR3 antagonist: blocks the human galanin receptor 3. O60755. HEK293 GalR3-CNG cAMP membrane potential fluorescence; galR3 body fused to GalR1 C-terminus. inhibition, % at 3 µM. hit rate 0.44% among 360,000. AID 651719;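 active means inhibition above the screen-wide average plus 3 SD, cut at about 13% in these data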;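 further: forskolin and galanin both at EC90 stimulate the cells; cAMP rise reported by CNG channel membrane potential dye signal; 0% = forskolin plus galanin with DMSO and 100% = forskolin alone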
# Target sequence (O60755 1-299 limits assumed): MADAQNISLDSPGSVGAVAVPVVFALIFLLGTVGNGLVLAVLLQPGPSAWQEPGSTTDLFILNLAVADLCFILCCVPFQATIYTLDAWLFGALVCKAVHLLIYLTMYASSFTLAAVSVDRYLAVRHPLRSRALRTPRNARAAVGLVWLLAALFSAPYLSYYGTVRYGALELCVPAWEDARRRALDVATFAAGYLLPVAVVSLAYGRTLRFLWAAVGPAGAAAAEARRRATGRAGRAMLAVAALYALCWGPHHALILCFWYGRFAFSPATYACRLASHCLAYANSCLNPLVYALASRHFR
# * marks the source's active call; other numbers are inactive results; · = no result given; [ ] = remark or other dose.
entry	smiles	OXTR agonist	MEKK2wt PB1 HTS	GalR3 antagonist	GPR7 antag	OXTR potentiator	PfM18AAP inh	V1R ag counter	NALP1 inh	MEKK2mut PB1 HTS
1	CC1CC(C)CN(C(=O)COc2ccc(-c3nnco3)cc2)C1 (stereo not drawn)	1.4	96	-1	4	-1	-6	0.9	2	-3
2	CCCN(CCC)c1nc(N)c(C#N)c(CC#N)c1C#N	-1.1	99	·	2	-1	0	0.5	40	-2
3	Cn1nc(C(=O)NC2CCC(O)CC2)c2ccccc2c1=O (stereo not drawn)	0.8	·	-6	·	0	·	1.2	·	·
4	Cc1ccc(NC(=O)NCCCN2CCCC2=O)cc1Cl	-1.2	103	0	-3	-5	5	-0.2	7	6
5	CCOc1ccc2ccccc2c1/C=N/NC(=O)CNC(=O)C(c1ccccc1)c1ccccc1	-1.4	88	-5	0	-17	-8	-0.7	26	7
6	CCC(C)C(=O)Nc1ccc(OC)cc1[N+](=O)[O-] (stereo not drawn)	-1.7	95	-2	-13	-4	-3	-0.8	33	-2
7	O=C(NC(=S)Nc1ccccc1N1CCCC1)c1ccccc1Br	0.4	106	2	-12	-2	27	0.5	-1	9
8	CCN(CC(=O)Nc1cc(Cl)ccc1C)C(=O)CSCc1ccc(C)cc1	-2.2	·	-5	·	-16	·	0.0	·	·

# Record cards, from the list above. Order of values: OXTR agonist, MEKK2wt PB1 HTS, GalR3 antagonist, GPR7 antag, OXTR potentiator, PfM18AAP inh, V1R ag counter, NALP1 inh, MEKK2mut PB1 HTS
# Listed for `O=C(NC(=S)Nc1ccccc1N1CCCC1)c1ccccc1Br` → 0.4, 106, 2, -12, -2, 27, 0.5, -1, 9
# Listed for `CCC(C)C(=O)Nc1ccc(OC)cc1[N+](=O)[O-]` (stereo not drawn) → -1.7, 95, -2, -13, -4, -3, -0.8, 33, -2
# Listed for `CCCN(CCC)c1nc(N)c(C#N)c(CC#N)c1C#N` → -1.1, 99, ·, 2, -1, 0, 0.5, 40, -2

# (further entries)
entry	smiles	OXTR agonist	MEKK2wt PB1 HTS	GalR3 antagonist	GPR7 antag	OXTR potentiator	PfM18AAP inh	V1R ag counter	NALP1 inh	MEKK2mut PB1 HTS
9	CCN(C(=O)N1CCOCC1)c1ccccc1	-0.2	102	-11	-14	-3	4	0.2	20	3
10	NS(=O)(=O)c1ccc(CCNC(=O)CCCNC(=O)c2ccc(Cl)cc2)cc1	-0.7	92	-7	-16	-5	0	0.4	18	-9
11	O=C(COc1cccnc1[N+](=O)[O-])Nc1cccc(Br)c1	6.2	·	-4	·	-3	·	4.2	·	·
12	COc1ccc(-c2ncccc2O)cc1	1.1	102	-1	6	1	-5	1.1	-3	4
13	COc1ccccc1CNC(=O)C1CCN(S(=O)(=O)c2ccc3c(c2)CC(C)N3C(C)=O)CC1 (stereo not drawn)	1.1	87	-3	-7	-3	-3	1.9	21	-4
14	O=C(Cc1nc(=O)c2ccccc2s1)Nc1ccccc1	-0.8	99	-1	11	-2	13	0.1	25	2
15	CCC[N+]1(CC#CCC(c2ccccc2)c2ccccc2)CCCCC1	-1.4	110	-8	10	-13	-14	0.2	18	7
16	CC1(C)CC(=O)CC2(C1)NCC(c1ccccc1Cl)c1c2[nH]c2ccccc12 (stereo not drawn)	1.9	95	-1	7	-24	2	0.9	2	-7
17	Cc1noc(C)c1S(=O)(=O)Nc1ccc(C(=O)NCc2ccccc2)cc1	1.7	101	-5	5	1	-2	0.6	-5	5
18	CC1=C(C(=O)OCc2ccc3c(c2)OCO3)C(c2cccc([N+](=O)[O-])c2)NC(=O)N1 (stereo not drawn)	1.9	96	-5	-3	-20	3	2.2	3	-2
19	COc1cccc(/C=N/n2c(C3CCCCC3)n[nH]c2=S)c1	-1.7	103	-11	-24	-9	13	-0.8	-4	8
20	CCCCOC(=O)c1ccc(N2C(=O)CC(N3CCN(C/C=C/c4ccccc4)CC3)C2=O)cc1 (stereo not drawn)	8.4	176*	-5	-10	-4	3	3.8	-4	24
21	COc1ccccc1NS(=O)(=O)c1cccc(C(=O)N2CCCCCCC2)c1	-0.6	·	0	·	-6	·	-0.9	·	·
22	C/C=C/C(=O)NCCc1ccc(OC)c(OC)c1	-0.1	94	-7	-17	-9	-3	-0.6	19	-6
23	C[C@H](NC(=O)c1ccccc1)C(=O)N1CCN(c2ccccc2)CC1	-0.5	96	-8	-6	-8	3	-0.3	6	2
24	NS(=O)(=O)c1cc(C(=O)OCC(=O)Nc2ccc3[nH]c(=O)[nH]c3c2)ccc1Cl	0.1	·	-4	·	-5	·	0.9	·	·
25	COC(=O)C(NC(=O)CCc1nnc2ccc(N3CCCCC3)nn12)C(C)C (stereo not drawn)	-0.3	106	-8	-14	-4	4	0.3	5	1
26	COc1ccc(CN2CCCC(C(=O)c3ccc(Cl)cc3)C2)cc1Cn1cncn1 (stereo not drawn)	-2.5	89	-1	5	-28	0	-0.2	1	-6
27	Cc1cc(OC(C)C(=O)NCc2ccncc2)c2c(C)c(C)c(=O)oc2c1 (stereo not drawn)	-0.9	103	3	-7	-5	3	-0.5	40	-2
28	O=C(NCc1ccncc1)C1CCCN(S(=O)(=O)c2ccc(Br)cc2)C1 (stereo not drawn)	2.1	109	-4	-1	-2	-15	2.9	8	6
29	Cc1ccccc1NC(=O)Cc1nc(COC(=O)Cc2ccccc2F)cs1	-1.3	·	-2	·	-6	·	1.1	·	·
30	Clc1ccccc1Cc1noc(CN2CCSCC2)n1	-0.4	88	1	16	0	3	0.5	1	-10
31	Cc1csc(NC(=O)CSc2nc(C)nc3c2c(=O)n(C)c(=O)n3C)n1	4.1	103	·	·	-9	·	4.8	·	3
32	CCS(=O)(=O)N1CCC2(CC1)OCCN2S(=O)(=O)c1ccc(C)cc1	2.3	·	-2	·	1	·	1.4	·	·
33	COc1ccc(N2CCN(C(CNS(=O)(=O)c3ccc4c(c3)OCCO4)c3ccco3)CC2)cc1 (stereo not drawn)	-0.9	97	3	-5	-14	1	1.5	0	-6
34	CCOC(=O)c1c(C)[nH]c(C)c1S(=O)(=O)NC(CC)CN1CCOCC1 (stereo not drawn)	-0.1	108	-4	-1	1	2	-0.4	11	6
35	COc1ccccc1C(=O)C1CCCN(C(=O)c2ccc(C(C)=O)s2)C1 (stereo not drawn)	-1.1	103	-1	-7	-3	-2	0.0	2	3
36	COc1ccc(/C=C/C(=O)O)cc1S(=O)(=O)NCc1ccco1	1.0	104	-5	-10	6	-4	-0.2	10	17
37	COc1ccc(CNC(=O)C2CCCN(S(=O)(=O)c3ccccc3)C2)cc1 (stereo not drawn)	0.8	111	0	0	1	8	1.0	4	6
38	Fc1ccc(-c2csc3ncnc(N4CCN(Cc5ccccc5)CC4)c23)cc1	-1.0	104	-1	-21	-4	2	0.6	12	7
39	O=C(Nn1cnc2ccccc2c1=O)c1ccc([N+](=O)[O-])cc1	-0.3	100	-6	-13	-16	-15	0.4	0	2
40	Cc1nc(N2CCN(S(=O)(=O)c3ccccc3C#N)CC2)c2c(-c3ccccc3)csc2n1	0.7	·	-9	·	-3	·	1.4	·	·
41	CCCCCCCC(=O)OCC(COC(=O)CCCCCCC)OC(=O)CCCCCCC	1.0	·	2	·	1	·	1.1	·	·
42	Cc1ccc(/C=N/NC(=O)c2nnn(-c3nonc3N)c2-c2cccs2)cc1	56*	98	-8	-5	-10	-7	42*	9	2
43	O=C(CCSc1ccc(Cl)cc1)N1CCN(c2ccc(O)cc2)CC1	1.5	94	-3	0	-5	19	5.7	6	-15
44	C/C(=N\Nc1nc2ccccc2[nH]1)c1ccc(Cl)s1	-1.2	113	-5	3	-7	0	0.8	49	34
45	CCCCOC(=O)c1ccc(NC(=S)N2CCN(c3ncc4c(=O)c(C(=O)O)cn(CC)c4n3)CC2)cc1	-0.3	105	-1	-1	-13	-4	-0.1	-5	5
46	CCCn1cc(C(=O)N(C)C2CCCN(Cc3ccccc3F)C2)c(C)n1 (stereo not drawn)	0.3	113	-2	-6	0	2	5.9	-16	10
47	Cc1[nH]c(=S)c(C#N)c(C)c1CCC#N	0.2	101	-5	-8	-4	38*	0.0	·	8
48	Cc1ccc(S(=O)(=O)NC(CC(C)C)C(=O)N2CCOCCOCCOCCOCC2)cc1 (stereo not drawn)	0.4	96	-8	-7	-8	-3	-0.9	19	-4
49	CC(C)(C)c1cc(C(=S)N2CCN(CCO)CC2)cc(C(C)(C)C)c1O	-1.3	102	-7	-7	-5	36*	-0.3	18	5
50	CCC(C)C(=O)Nc1nc(-c2ccc3c(c2)NC(=O)CO3)cs1 (stereo not drawn)	-2.8	103	1	-8	-12	-8	2.7	12	2
51	COc1ccc(Cc2nnc(SCc3nc4ccccc4c(=O)[nH]3)o2)cc1	0.5	98	-6	-10	3	-1	0.9	32	4
52	COc1cccc(-c2nc(CS(=O)(=O)CC(=O)N3CCc4ccccc4C3)c(C)o2)c1	-1.0	-3.0*[inhibitor]	1	-4	-9	-8	2.2	30	-19
53	CCc1ccc2[nH]c3nc(SCc4nnc(-c5ccc(C)cc5)o4)nnc3c2c1	0.3	100	-6	-7	-9	6	0.4	-31	4
54	NS(=O)(=O)c1ccc2c(c1)C1C=CCC1C(C1CC=CCC1)N2 (stereo not drawn)	-0.4	101	0	-6	-10	20	0.9	12	1
55	CC(C)Nc1nc(NC(C)C)nc(N(C)N)n1	-0.3	108	-7	1	-13	48*	1.3	-10	2
56	COC(=O)c1cc(-c2ccc(OC)c(OC)c2)on1	-0.4	112	8	-16	0	3	0.1	2	9
57	CC(=O)Nc1ccc(NC(=O)Nc2ccc(C)c(C)c2)cc1	0.1	109	-8	-5	-5	-10	0.2	6	-6
58	CC(=O)Nc1ccc(CN2CCC(n3nccc3NC(=O)CCc3ccccc3)CC2)cc1	1.0	119	-11	-3	4	0	0.4	12	8
59	CC(C)CC(=O)NC(=S)Nc1sc2c(c1C(N)=O)CCC2	4.4	101	2	-1	-17	-5	4.2	4	1
60	COc1ccc(OCC(=O)OC2CCN(C)CC2)cc1	0.3	106	-1	-2	-13	3	0.4	11	4
61	CCO[C@@H]1OC(C(=O)NC2CC2)=C[C@H](C2CC2)[C@H]1CCCO	0.3	94	-3	·	3	·	0.6	·	-6
62	CN1CCN(c2nc(-c3ccccc3O)nc3ccccc23)CC1	3.0	127	-12	6	-1	0	0.7	36	13
63	Cc1ccccc1OCC(=O)Nc1ccc2c(c1)COC2=O	1.9	91	-6	6	-1	-3	1.1	9	-1
64	Cc1nc(N2CCN(C(=O)c3ccco3)CC2)c2oc3ccccc3c2n1	-1.4	101	0	·	-5	·	1.7	-6	4

# The listing continues.
entry	smiles	OXTR agonist	MEKK2wt PB1 HTS	GalR3 antagonist	GPR7 antag	OXTR potentiator	PfM18AAP inh	V1R ag counter	NALP1 inh	MEKK2mut PB1 HTS
65	COc1ccc(-n2nnnc2SCC(=O)Nc2ccccc2N2CCOCC2)cc1OC	-2.8	88	-3	-6	-3	2	-0.2	-14	-12
66	Cc1ccc(C2(C)NC(=O)N(CC(=O)NNC(=O)c3ccccc3)C2=O)cc1 (stereo not drawn)	0.4	·	-4	·	-1	·	0.8	·	·
67	CC(=O)c1ccc(N2C(=O)CC(N3CCN(S(=O)(=O)c4ccc(C)c(C)c4)CC3)C2=O)cc1 (stereo not drawn)	0.3	·	-7	·	-2	·	-0.5	·	·
68	Cc1ccc(NC(=O)CNC(=O)c2cccs2)cc1S(=O)(=O)Nc1ccc(Cl)cc1	0.6	104	-1	0	-7	-2	2.1	22	-1
69	Cc1cccc(C)c1NS(=O)(=O)c1ccc(OCCNS(C)(=O)=O)cc1	2.9	107	-3	-4	1	1	2.4	19	1

# Compound activity as filed in PubChem BioAssay.
